TRPN1 ag = agonists of zebrafish TRPN1 channel; actives 0.18% (n = 220,000); activation, % at 3 µM; HEK293 zebrafish TRPN1-YFP, Fluo-8 calcium fluorescence; 100% = response to 87 µM carbachol;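 active means activation above its plate's cutoff, the mean activation of test wells on that plate plus 3 SD, cut at about 19% in these data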;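 further: 0% = DMSO alone and 100% = 87 µM carbachol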
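System: zebrafish TRPN1-YFP in HEK293 cells / Dosing: 3 µM single point / Timing: dye loading 1 h at 37 °C, then 30 min room temperature / Signal: Fluo-8 calcium fluorescence, excitation 470-495 nm, emission 515-575 nm / Read-out basis: percent activation from peak over basal fluorescence ratio, control-normalized / Control set: high carbachol 87 µM, low DMSO alone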
TRPML3 ag = activates the human TRPML3 channel. activation, % at 3 µM. Q8TDD5. HEK293 TRPML3-YFP, Fluo-8 calcium fluorescence; 100% = the carbachol control signal. actives 0.29% (n = 220,000). AID 1448;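 active means activation above its plate's cutoff, the mean activation of the plate's test wells plus 3 SD, cut at about 12% in these data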;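 further: 0% = DMSO only wells and 100% = carbachol wells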
Target sequence (Q8TDD5 whole entry, looked up): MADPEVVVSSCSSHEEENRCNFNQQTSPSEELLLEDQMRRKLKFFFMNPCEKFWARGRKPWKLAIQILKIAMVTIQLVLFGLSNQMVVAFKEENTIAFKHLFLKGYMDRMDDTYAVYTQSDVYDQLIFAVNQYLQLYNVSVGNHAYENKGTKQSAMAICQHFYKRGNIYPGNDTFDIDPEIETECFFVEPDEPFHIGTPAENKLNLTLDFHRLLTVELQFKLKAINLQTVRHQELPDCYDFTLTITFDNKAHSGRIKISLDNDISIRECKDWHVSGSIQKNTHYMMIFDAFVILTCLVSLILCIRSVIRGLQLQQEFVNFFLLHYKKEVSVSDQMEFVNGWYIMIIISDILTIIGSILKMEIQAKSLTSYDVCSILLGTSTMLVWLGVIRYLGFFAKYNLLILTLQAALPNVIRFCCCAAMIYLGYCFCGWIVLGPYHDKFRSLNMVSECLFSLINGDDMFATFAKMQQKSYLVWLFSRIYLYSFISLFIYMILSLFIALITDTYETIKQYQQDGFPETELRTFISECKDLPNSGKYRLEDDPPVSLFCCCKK
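Material: HEK293 cells stably carrying human TRPML3-YFP; compound dosing: single dose, 3 µM final nominal compound, 0.3% DMSO final; incubation: 1-h 37 °C dye load, 5-s basal, 120-s post-compound reads; technique: Fluo-8 intracellular calcium fluorescence, excitation 470-495 nm, emission 515-575 nm; read-out basis: percent activation from peak-to-basal fluorescence ratio, scaled between DMSO and carbachol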
S1P4 agonist = activates the human S1P4 receptor | O95977 | S1P4-expressing cell line, agonist reporter assay | activation, % at 4.98 µM | actives 0.35% (n = 220,000) | AID 1509; in the data active means activation above about 11%;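 further: 0% = DMSO vehicle and 100% = reference agonist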
Target sequence (O95977 whole entry, looked up): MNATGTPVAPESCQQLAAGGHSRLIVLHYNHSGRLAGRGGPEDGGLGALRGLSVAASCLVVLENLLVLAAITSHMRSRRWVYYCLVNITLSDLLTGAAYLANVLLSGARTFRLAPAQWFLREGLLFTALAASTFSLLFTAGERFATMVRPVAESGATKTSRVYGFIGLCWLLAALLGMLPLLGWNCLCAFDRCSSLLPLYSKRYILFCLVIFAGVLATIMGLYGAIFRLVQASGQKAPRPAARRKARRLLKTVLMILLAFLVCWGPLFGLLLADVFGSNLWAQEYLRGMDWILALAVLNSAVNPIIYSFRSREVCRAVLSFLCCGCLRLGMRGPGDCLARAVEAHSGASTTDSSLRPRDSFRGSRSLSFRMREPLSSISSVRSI
EP2 modulator = modulates human prostaglandin E2 receptor EP2 signaling. EP2-expressing cells, cAMP HTRF FRET, PGE2 co-stimulation. P43116. actives 0.83% (n = 260,000). induction, % at 25 µM;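 active means compounds whose cAMP rise, as percent of the full-agonist control response, exceeds 60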;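 further: rat C6 glioma line stably carrying human EP2 under a CMV promoter; the protocol text gives 20 µM as final concentration; 100% = response of wells given 1 µM PGE2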
NPY-Y1 PAM-ag = potentiates or activates human NPY-Y1 receptor; NPY-Y1 expressing cells, potentiator/agonist activation; AID 1304; actives 0.37% (n = 220,000); activation, % at 3.6 µM; P25929; in the data active means activation above about 33%, passing the limit was not always enough;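 further: cells stimulated with NPY at EC10 then isoproterenol at EC100; 0% = low agonist plus stimulus and 100% = saturating agonist plus stimulus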
CHOP inhibitor = inhibitors of CHOP induction in ER stress response. CHO-K1 CHOP-promoter luciferase, tunicamycin-induced, 15-18 h. inhibition, % at 10 µM. actives 3.8% (n = 220,000). AID 2732;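 active means compounds that reduced the stress-induced luciferase reporter signal by more than about 70% of percent inhibition, limit read from the data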;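 further: 0% = tunicamycin plus vehicle and 100% = wells without tunicamycin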
NPY-Y2 PAM-ag = human NPY-Y2 potentiation or agonism, primary screen; AID 1359; cells expressing NPY-Y2, potentiator/agonist read-out; actives 0.45% (n = 220,000); activation, % at 3.6 µM; P49146; in the data active means activation above about 27%;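 further: cells stimulated with NPY near EC25 plus isoproterenol at EC100; 0% = vehicle plus submaximal agonist and 100% = vehicle plus saturating agonist; some results beyond the cut were filed as inactive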
NPY-Y1 antag = blocks the human neuropeptide Y Y1 receptor; HEK293-CNG Y1 cells, membrane potential fluorescence; NPY at EC95, then isoproterenol; AID 1040; inhibition, % at 3.6 µM; actives 1% (n = 200,000); P25929;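 active means inhibition above the campaign mean inhibition of all tested compounds plus 3 SD, cut at about 20% in these data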;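 further: 0% = DMSO wells given NPY plus isoproterenol and 100% = isoproterenol alone without NPY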
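Material: HEK293 cells co-expressing NPY Y1 receptor and cyclic-nucleotide gated channel. Timing: compound incubation 1 h at room temperature, readout 45 min post-stimulation. Signal: fluorescence, membrane potential probe.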
S1P4 antag = blocks the human S1P4 receptor. S1P4-expressing cells, antagonist mode, reporter read-out. inhibition, % at 4.98 µM. actives 0.26% (n = 220,000). AID 1510; in the data active means inhibition above about 29%;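 further: 0% = wells stimulated with agonist and 100% = vehicle wells without agonist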
Active calls of the source: *.

Cc1cc(C)cc(NC(=S)Nc2ccc3cn[nH]c3c2)c1 was read as TRPN1 ag 0.5, TRPML3 ag 0.5, S1P4 agonist 0.2, EP2 modulator -32.4, NPY-Y1 PAM-ag 2.6, CHOP inhibitor 13.1, NPY-Y2 PAM-ag 3.2, NPY-Y1 antag -2.9 and S1P4 antag -8.1.
Screening CCCn1c(O)c(N=NC(=O)c2ccco2)c2ccccc21 returned TRPN1 ag -0.4, TRPML3 ag -0.1, S1P4 agonist 2.1, EP2 modulator 5.2, NPY-Y1 PAM-ag -7.9, CHOP inhibitor 6.3, NPY-Y2 PAM-ag 23.0, NPY-Y1 antag -1.9 and S1P4 antag -15.0.
`Cc1ccc(C(=O)O)cc1NC(=S)NC(=O)c1ccc([N+](=O)[O-])cc1Cl` gave TRPN1 ag 1.2, TRPML3 ag 1.2, S1P4 agonist 1.4, EP2 modulator 8.7, NPY-Y1 PAM-ag 1.9, CHOP inhibitor 5.1, NPY-Y2 PAM-ag 4.5, NPY-Y1 antag -0.3 and S1P4 antag -8.2.
`CCOc1ncccc1C(=O)NCc1ccc(OC)c(OC)c1` gave TRPN1 ag 2.6, TRPML3 ag 1.5, S1P4 agonist -0.1, EP2 modulator 1.2, NPY-Y1 PAM-ag -7.6, CHOP inhibitor 16.9, NPY-Y2 PAM-ag -6.2, NPY-Y1 antag 4.2 and S1P4 antag -13.0.
For COc1ccc(CN2CCN(C(=O)c3cccs3)CC2)c(OC)c1OC the results were TRPN1 ag 0.5, TRPML3 ag -0.3, S1P4 agonist -0.6, EP2 modulator 12.7, NPY-Y1 PAM-ag -33.0, CHOP inhibitor 50.7, NPY-Y2 PAM-ag -1.6, NPY-Y1 antag -0.1 and S1P4 antag -0.1.
Screening COc1cc(-c2nc3c[n+](CC(=O)c4ccccc4)ccc3n2C)cc(OC)c1OC returned TRPN1 ag -0.3, TRPML3 ag 0.4, S1P4 agonist 0.0, EP2 modulator 7.8, NPY-Y1 PAM-ag -11.2, CHOP inhibitor -2.0, NPY-Y2 PAM-ag 12.9, NPY-Y1 antag -4.1 and S1P4 antag -27.5.
Screening Oc1ccc(Nc2nc(N3CCCC3)c3ccccc3n2)cc1 returned TRPN1 ag -0.9, TRPML3 ag -0.2, S1P4 agonist -0.5, EP2 modulator -25.1, NPY-Y1 PAM-ag -5.3, NPY-Y2 PAM-ag -7.2, NPY-Y1 antag 2.1 and S1P4 antag -17.6.
Screening CC(=O)Nc1ccc(S(=O)(=O)NC2(C(F)(F)F)NC(=O)N(CC(C)C)C2=O)cc1 (stereo not drawn) returned TRPN1 ag 1.6, TRPML3 ag 1.0, S1P4 agonist -1.0, EP2 modulator 25.8, NPY-Y1 PAM-ag 5.4, CHOP inhibitor 16.1, NPY-Y2 PAM-ag 4.8, NPY-Y1 antag 5.0 and S1P4 antag -0.2.
CCOC(=O)c1[nH]ncc1CN1CCCC(C(=O)c2cccc3ccccc23)C1 (stereo not drawn) was read as TRPN1 ag 0.1, TRPML3 ag 0.2, S1P4 agonist 0.8, EP2 modulator -32.0, NPY-Y1 PAM-ag -8.3, CHOP inhibitor 16.3, NPY-Y2 PAM-ag -1.8, NPY-Y1 antag 4.5 and S1P4 antag -10.6.
Screening COc1ccccc1OCCCC(=O)NC(C)c1ccccc1 (stereo not drawn) returned TRPN1 ag -0.9, TRPML3 ag 0.1, S1P4 agonist 1.9, EP2 modulator -19.0, NPY-Y1 PAM-ag 20.7, CHOP inhibitor 15.3, NPY-Y2 PAM-ag -10.9, NPY-Y1 antag -4.3 and S1P4 antag -10.2.
Screening Fc1ccc(Nc2nc3ccccc3s2)cc1 returned TRPN1 ag -2.4, TRPML3 ag 1.1, S1P4 agonist 1.5, EP2 modulator -1.2, NPY-Y1 PAM-ag 28.2, CHOP inhibitor 15.0, NPY-Y2 PAM-ag 15.1, NPY-Y1 antag -3.3 and S1P4 antag -0.3.
Screening COC(=O)c1sc(=S)n(-c2ccc(Cl)cc2)c1C returned TRPN1 ag -1.9, TRPML3 ag -1.1, S1P4 agonist 1.3, EP2 modulator 50.5, NPY-Y1 PAM-ag -22.6, CHOP inhibitor 54.2, NPY-Y2 PAM-ag -21.6, NPY-Y1 antag 5.9 and S1P4 antag -2.8.
Screening O=C(Nc1nnc(C2CC2)s1)c1ccncc1 returned TRPN1 ag 0.4, TRPML3 ag 0.4, S1P4 agonist 1.4, EP2 modulator 41.7, NPY-Y1 PAM-ag -0.2, CHOP inhibitor -28.5, NPY-Y2 PAM-ag -3.4, NPY-Y1 antag -3.9 and S1P4 antag -22.3.
For O=C(COc1ccccc1-c1ccccc1)NNC(=O)NC1CCCCC1 the results were TRPN1 ag 2.1, TRPML3 ag 0.3, S1P4 agonist -1.5, EP2 modulator 6.9, NPY-Y1 PAM-ag -20.4, CHOP inhibitor 15.0, NPY-Y2 PAM-ag -2.3, NPY-Y1 antag -2.8 and S1P4 antag 14.3.
CCOc1ccc(CN=C(N)N=C(N)N)cc1Cl was read as TRPN1 ag -1.9, TRPML3 ag 0.8, S1P4 agonist 0.8, EP2 modulator -28.2, NPY-Y1 PAM-ag 11.6, CHOP inhibitor 14.3, NPY-Y2 PAM-ag -1.3, NPY-Y1 antag 9.3 and S1P4 antag -2.7.
`CCOC(=O)c1c(C)[nH]c(C(=O)COC(=O)COc2ccc(OC)cc2)c1C` gave TRPN1 ag 1.8, TRPML3 ag 1.3, S1P4 agonist 0.0, EP2 modulator -4.4, NPY-Y1 PAM-ag -18.3, CHOP inhibitor 10.0, NPY-Y2 PAM-ag -1.5, NPY-Y1 antag 0.3 and S1P4 antag 3.2.
O=C1c2ccccc2C(=O)N1c1ncn[nH]1 was read as TRPN1 ag -0.9, TRPML3 ag 0.9, S1P4 agonist 0.0, EP2 modulator 14.4, NPY-Y1 PAM-ag 1.6, CHOP inhibitor 5.2, NPY-Y2 PAM-ag 6.5 and S1P4 antag -4.3.
Screening COc1ccccc1/C=C/C(=O)OCC(=O)Nc1ccccc1Sc1ccccc1 returned TRPN1 ag 0.1, TRPML3 ag 1.7, S1P4 agonist 2.1, EP2 modulator 71.5*, NPY-Y1 PAM-ag -34.9, CHOP inhibitor 19.9, NPY-Y2 PAM-ag -15.4, NPY-Y1 antag 2.0 and S1P4 antag -6.7.
For Cc1nc2c(-c3ccc(F)cc3)c(C)nn2c(C)c1CCC(=O)NCCN1CCOCC1 the results were TRPN1 ag 0.8, TRPML3 ag -0.5, S1P4 agonist 2.6, EP2 modulator -18.3, NPY-Y1 PAM-ag 4.3, CHOP inhibitor 9.2, NPY-Y2 PAM-ag 0.3, NPY-Y1 antag 2.2 and S1P4 antag 19.4.
Screening Cc1cccc(CCNC(=O)C2CCN(S(=O)(=O)c3c(C)noc3C)CC2)c1 returned TRPN1 ag -0.7, TRPML3 ag 0.1, S1P4 agonist 0.3, EP2 modulator 2.7, NPY-Y1 PAM-ag 9.6, CHOP inhibitor 7.4, NPY-Y2 PAM-ag 15.7, NPY-Y1 antag 3.4 and S1P4 antag -4.8.
`O=C(CNC(=O)c1ccccc1)N/N=C/c1cc(Br)ccc1O` gave TRPN1 ag -1.7, TRPML3 ag -0.2, S1P4 agonist -1.1, EP2 modulator -46.2, NPY-Y1 PAM-ag -12.2, CHOP inhibitor 66.5, NPY-Y2 PAM-ag 8.9, NPY-Y1 antag 3.4 and S1P4 antag -8.1.
Screening N/C(=N\OC(=O)Cc1ccccc1)c1ccc([N+](=O)[O-])cc1 returned TRPN1 ag -1.7, TRPML3 ag 0.3, S1P4 agonist -0.7, EP2 modulator 34.5, NPY-Y1 PAM-ag -6.0, CHOP inhibitor -7.9, NPY-Y2 PAM-ag 6.7, NPY-Y1 antag 11.0 and S1P4 antag 1.4.
CC(=O)c1sc(-c2ccccc2)nc1C was read as TRPN1 ag -1.3, TRPML3 ag -0.5, S1P4 agonist -4.1, EP2 modulator -34.8, NPY-Y1 PAM-ag -1.4, CHOP inhibitor -13.5, NPY-Y2 PAM-ag 3.8, NPY-Y1 antag -2.9 and S1P4 antag -0.2.
CCCn1nnnc1NC(=O)COc1ccc(Cl)cc1C was read as TRPN1 ag -1.4, TRPML3 ag 0.1, S1P4 agonist 0.6, EP2 modulator 0.8, NPY-Y1 PAM-ag -38.2, CHOP inhibitor -19.1, NPY-Y2 PAM-ag -29.8, NPY-Y1 antag -1.4 and S1P4 antag -6.1.
Screening CC(=O)Nc1sc(C)c(C)c1C(=O)OCC(=O)N(C)C1CCS(=O)(=O)C1 (stereo not drawn) returned TRPN1 ag -0.2, TRPML3 ag 0.0, S1P4 agonist -0.3, EP2 modulator 0.0, NPY-Y1 PAM-ag -3.7, CHOP inhibitor 17.3, NPY-Y2 PAM-ag -7.7, NPY-Y1 antag 7.1 and S1P4 antag 4.5.
`C/C(=N\NC(=O)c1c(Br)c(C)nn1C)c1ccc(NC(=O)C(C)Oc2ccc(Cl)cc2C)cc1` (stereo not drawn) gave TRPN1 ag -0.3, TRPML3 ag -0.7, S1P4 agonist -0.3, EP2 modulator -11.7, NPY-Y1 PAM-ag -33.9, CHOP inhibitor -5.5, NPY-Y2 PAM-ag -13.1, NPY-Y1 antag 5.3 and S1P4 antag -17.4.
Cc1sc2ncn(CC(=O)N3CCOCC3)c(=O)c2c1-c1ccccc1 was read as TRPN1 ag 0.2, TRPML3 ag 0.0, S1P4 agonist -0.3, EP2 modulator -11.8, NPY-Y1 PAM-ag 3.7, CHOP inhibitor 9.4, NPY-Y2 PAM-ag 11.8, NPY-Y1 antag 2.7 and S1P4 antag -13.4.
For COc1cccc(/C=N/n2c(-c3cc(C)[nH]n3)n[nH]c2=S)c1O the results were TRPN1 ag 1.9, TRPML3 ag -0.5, S1P4 agonist -0.3, EP2 modulator -17.0, NPY-Y1 PAM-ag 12.1, CHOP inhibitor -1.5, NPY-Y2 PAM-ag -19.1 and S1P4 antag -1.2.
`O=C1C(Cl)=C(N2CCN(c3ccccc3[N+](=O)[O-])CC2)C(=O)c2ccccc21` gave TRPN1 ag 0.3, TRPML3 ag -0.1, S1P4 agonist -0.7, EP2 modulator -28.1, NPY-Y1 PAM-ag 11.2, CHOP inhibitor 31.2, NPY-Y2 PAM-ag 15.3, NPY-Y1 antag -3.5 and S1P4 antag -13.4.
For COc1ccc(-n2c(C)cc(=O)c3c2CC(C)(C)CC3=O)cc1 the results were TRPN1 ag 0.0, TRPML3 ag -0.3, S1P4 agonist 1.4, EP2 modulator 3.2, NPY-Y1 PAM-ag 6.0, CHOP inhibitor 32.6, NPY-Y2 PAM-ag 5.1, NPY-Y1 antag -1.6 and S1P4 antag -17.6.
`Cn1c(Oc2ccccc2NCc2cc(Br)ccc2O)cc(=O)n(C)c1=O` gave TRPN1 ag 1.9, TRPML3 ag 0.4, S1P4 agonist -3.7, EP2 modulator 6.0, NPY-Y1 PAM-ag 1.2, CHOP inhibitor 58.3, NPY-Y2 PAM-ag 13.8, NPY-Y1 antag -6.9 and S1P4 antag -2.3.

High-throughput results (PubChem BioAssay)
